Source: PubChem
PV pol inh: inhibitors of poliovirus RNA polymerase binding and polymerization; P03300; % elongation, % (compound at 16.7 µg/mL); hit rate 0.66% among 150,000; poliovirus polymerase elongation, fluorescence polarization; hits give low values; AID 588519; in the data active = % elongation below about 90%; also: some results filed as inactive read as strong as hits
Target sequence (P03300 1749-2209 limits assumed): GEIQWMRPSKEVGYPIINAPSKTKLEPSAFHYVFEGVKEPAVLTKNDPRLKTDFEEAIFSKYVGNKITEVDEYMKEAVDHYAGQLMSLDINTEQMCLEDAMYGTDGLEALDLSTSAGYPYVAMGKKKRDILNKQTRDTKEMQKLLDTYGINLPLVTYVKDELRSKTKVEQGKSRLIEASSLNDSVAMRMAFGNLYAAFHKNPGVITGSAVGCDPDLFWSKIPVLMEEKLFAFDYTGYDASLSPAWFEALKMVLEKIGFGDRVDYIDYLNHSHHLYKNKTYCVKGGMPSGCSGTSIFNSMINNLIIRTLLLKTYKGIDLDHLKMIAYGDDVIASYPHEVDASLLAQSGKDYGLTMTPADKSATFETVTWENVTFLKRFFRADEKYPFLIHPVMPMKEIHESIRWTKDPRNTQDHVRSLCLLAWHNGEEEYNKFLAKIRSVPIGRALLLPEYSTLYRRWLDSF
PV pol inh FP z-score: recorded beside PV pol inh, whose call it bears; z-score; measured here: FP z-score; hits read low
An asterisk follows results filed as active; & = joins results of further samples.

SMILES	PV pol inh	PV pol inh FP z-score
CC1Cc2ccccc2N1S(=O)(=O)c1nnc(NC(=O)c2ccccc2)s1 (configuration not stated)	116.0	1.8
Cc1ccc2sc(N3CCN(C(=O)C4COc5ccccc5O4)CC3)nc2c1C (configuration not stated)	112.0	1.4
CCOc1cc(C2c3c(oc4ccccc4c3=O)C(=O)N2Cc2ccc3c(c2)OCO3)ccc1O (configuration not stated)	110.0	0.8
COC(=O)c1sc(C(C)(C)C)cc1NC(=O)Nc1ccc(Cl)cc1	102.0	-0.2
CCSC1=C(C#N)C(=O)NCS1	99.0	-0.4
Cn1c(-c2ccccc2)c(C(=O)CN2CCOCC2)c2ccccc21	102.0	0
CCOC(=O)c1[nH]c(=O)[nH]c1COC(=O)CNC(=O)c1ccccc1	100.0	-0.7
CCc1ccc(-n2nc(C)c3c(C)cc(=O)n(CC(=O)N(CC)Cc4ccccc4)c32)cc1	111.0	0.5
COc1ccc(CNC(=O)Cn2c3ccccc3c3nc(=O)cc(C)n32)cc1	104.0	0.4
N=C1/C(=C2\Nc3ccccc3S2)CC(=O)N1Cc1ccco1	142.0	4.2
O=C(CSc1ncc2c(n1)-c1ccc(Cl)cc1N(Cc1ccccc1)S2(=O)=O)Nc1ccccc1C(F)(F)F	109.0	0.2
CC1CC(C)CN(S(=O)(=O)c2ccc(C(=O)N3CCOCC3)cc2)C1 (configuration not stated)	103.0	0.9
Cc1ccc(C(c2nnnn2C2CCCC2)N(Cc2cccnc2)CC2CCCO2)cc1 (configuration not stated)	103.0	0.6
COc1ccccc1Nc1nc2ccc(Cl)cc2nc1-n1nc(C)cc1C	109.0	0.9
CCC1CCCCN1C(=O)Cn1c(SCc2cccc(Cl)c2)nc2ccncc21 (configuration not stated)	101.0	-0.1
O=C(O)COc1ccc(CO)cc1Cl	101.0	0.1
Cc1noc2nc(-c3ccc(Cl)cc3)cc(C(=O)O)c12	102.0	-0.1
O=S(=O)(Cc1ccc(Cl)cc1)N1CCc2ccccc21	100.0	-0.8
CNC(=O)NC(=O)C(C)Sc1nc2ccccc2n1C1CCCCC1 (configuration not stated)	102.0	0
Cc1cc(/C=N/N2CCN(C)CC2)c(C)n1-c1ccc(Cl)cc1	103.0	0
CCCC[C@@H](C=O)NC(=O)[C@H](CC(C)C)NC(=O)OCc1ccccc1	102.0&102.0	0.2&0.5
Cc1ccc2c(c1)CCCN2C(=O)c1cc(C(F)(F)F)cc(C(F)(F)F)c1	106.0	0.4
Cc1cc(=O)[nH]c(NNC(=S)Nc2ccc(Cl)c(F)c2)n1	142.0	4.3
COc1cccc(NC(CNS(=O)(=O)c2ccc(Cl)cc2)c2ccccc2)c1 (configuration not stated)	113.0	1
CCN1C(=O)N(COC(C)=O)C2C1N(CC)C(=O)N2COC(C)=O (configuration not stated)	105.0	1

(cont.)
SMILES	PV pol inh	PV pol inh FP z-score
N#Cc1ccccc1Cn1c(=O)n(-c2ccc(CC(=O)NCc3ccco3)cc2)c(=O)c2sccc21	100.0	-0.2
S=c1oc(-c2ccccc2)nn1CNc1ccccc1Br	94.0	-1.1
CC(C)(C)c1ccc(C(=O)NCCCn2ccnc2)cc1	102.0	-0.2
C=CCc1ccc(OCCCCCN2CCOCC2)c(OC)c1	106.0	0.7
CCC1CN(CC(=O)NCc2cccc(Br)c2)c2ccccc2S1 (configuration not stated)	113.0	1.4
COCCNC(=O)Cc1c(C)nc2c(-c3ccccc3)c(C)nn2c1C	101.0	-0.6
CO/N=C(\C(=O)O)c1csc(N)n1	102.0	-0.1
O=C(/C=C/Nc1ccccc1C(F)(F)F)c1ccco1	108.0	2.8
CNCCCC1c2ccccc2C=Cc2ccccc21	99.0	-0.2
O=C1CC(c2nc3ccccc3[nH]2)CN1c1cccc2ccccc12 (configuration not stated)	101.0	0.2
CC1=C(C(=O)NCc2ccco2)C2(CCCCC2)OC1=O	101.0	-0.3
Cc1cc(C)c(C#N)c(SCC(=O)N(c2ccccc2)C2CCS(=O)(=O)C2)n1 (configuration not stated)	105.0	0.3
O=C(CC1c2ccccc2Oc2ccccc21)NCCOc1ccccc1Cl	105.0	0.8
CC(C)NC(=O)CCCN1C(=O)C(c2ccccc2)Oc2cccnc21 (configuration not stated)	103.0	0.6
Cn1[nH]c(CP(=O)(c2ccccc2)c2ccccc2)cc1=O	101.0	-0.4
N#Cc1ccc(C(=O)OCC(=O)NC23CC4CC(CC(C4)C2)C3)cc1	102.0	0.3
CCOC(=O)Cc1csc(SCC(=O)C(C#N)c2nc(C)cs2)n1 (configuration not stated)	110.0	1
CCOC(=O)C1CCN(Cc2ccccc2)CC1=O (configuration not stated)	102.0	0.2
CC(C)NC(=O)C1CCN(c2ccc(S(=O)(=O)N3CCOCC3)cc2Cl)CC1	100.0	-0.5
CCCNC(=O)Cn1c(=O)c2cccn2c2ccccc21	101.0	-0.1
O=C(NCC1OCCc2ccccc21)c1ccccc1 (configuration not stated)	103.0	0.9
CCc1nn(CC(=O)Nc2ccc(NC(C)=O)cc2)c(=O)c2cc3sccc3n12	104.0	-0.6
O=C(Nc1cc(F)ccc1F)C1CCN(c2nc3ccccc3n3cccc23)CC1	106.0	-0.2
NC(=O)c1cccc(S(=O)(=O)N2CCOCC2)c1	102.0	0.2
COc1ccc(CN2C3CCCC2CC(NC(=O)NC2CCCCC2)C3)cc1 (configuration not stated)	104.0	0.5

Later entries:
SMILES	PV pol inh	PV pol inh FP z-score
CCc1cccc(-n2nnc(S(=O)(=O)c3ccccc3)c2C)c1	100.0	0
Cc1cc(NC2CCCCC2)n2ncnc2n1	101.0	0.5
CC1(C)Cc2nc3sc(C(=O)NCCO)c(N)c3cc2CS1	100.0	-0.2
S=C(NCc1ccc2c(c1)OCO2)N1CCN(c2ccccn2)CC1	101.0	0
CC1=NN(c2ccc(-c3csnn3)cc2)C(=O)C1	102.0	-0.2
Cc1cccn2c(=O)cc(CN3CCN(c4cnn(-c5ccccc5)c(=O)c4Cl)CC3)nc12	100.0	-0.4
CNc1ccccc1C(=O)OCC(=O)c1c[nH]c2ccccc12	112.0	0.4
CCCN(C(=O)C(C)C)c1nnc(-c2cc(OC)c(OC)c(OC)c2)s1	102.0	0.2
Cc1ccc(S(=O)(=O)c2nc(-c3cccc(Br)c3)oc2N2CCCCCC2)cc1	103.0	-0.4
COc1cccc(N(C(=O)C(F)(F)F)C(C(=O)NC2CCCC2)c2cccs2)c1 (configuration not stated)	106.0	0.3
O=C1C=C(Nc2ccc(F)c(C(F)(F)F)c2)c2ccccc2C1=O	62.0*	-7.5*
CCCC(C(=O)Nc1ccc2c(c1)OCO2)c1ccccc1 (configuration not stated)	102.0	-0.1
O=C(COc1ccc2ccc(=O)oc2c1)NC1CCCCC1	93.0	-0.6
CC1=CC(C)C(C2OCC(CN3CCCCC3)O2)C(C)C1 (configuration not stated)	102.0	0.2
Cc1oc(-c2ccccc2)nc1CSc1nc2c(c(=O)[nH]1)CCC2	103.0	1.4
Cc1cc(NNC(=O)c2ccccc2O)c2cccc(C)c2n1	103.0	0.2
CC1CCCN(CCCNC(=O)c2coc3nc4ccccc4nc23)C1 (configuration not stated)	103.0	0.6
Cc1ccc(Cl)cc1N1CCN(C(=O)COCc2cc(-c3ccc4c(c3)OCO4)on2)CC1	106.0	-0.4
CCCCN(C)C(=O)Cn1ncc2c(C)n(Cc3ccc(C)cc3)c(C)c2c1=O	101.0	-0.6
Cc1oc(-c2ccccc2)nc1CNC(=O)Nc1ccccc1	106.0	-0.1
CC(C(=O)N1CCN(c2ccc(F)cc2)CC1)N1C(=O)c2ccccc2C1=O (configuration not stated)	102.0	0
CCO/C(C)=C(\C#N)C(=O)O	100.0	-0.7
O=C(O)CCC(C(=O)O)N1C(=O)/C(=C\c2ccco2)SC1=S (configuration not stated)	102.0	0.1
CC(Sc1ccccc1)C(=O)Nc1ccccc1Cl (configuration not stated)	100.0	-0.1
CC(C(=O)O)N1C(=O)/C(=C2/C(=O)N(C)c3ccccc32)SC1=S (configuration not stated)	97.0	-1.7

Single records, as listed above. Values in the order: PV pol inh | PV pol inh FP z-score
CNc1ccccc1C(=O)OCC(=O)c1c[nH]c2ccccc12 as listed: 112.0 | 0.4
Cc1ccc(Cl)cc1N1CCN(C(=O)COCc2cc(-c3ccc4c(c3)OCO4)on2)CC1 as listed: 106.0 | -0.4
COc1cccc(N(C(=O)C(F)(F)F)C(C(=O)NC2CCCC2)c2cccs2)c1 (configuration not stated) as listed: 106.0 | 0.3
CCCC(C(=O)Nc1ccc2c(c1)OCO2)c1ccccc1 (configuration not stated) as listed: 102.0 | -0.1
O=C1C=C(Nc2ccc(F)c(C(F)(F)F)c2)c2ccccc2C1=O as listed: 62.0* | -7.5*

Sorted by count of non-hydrogen atoms (smallest number first): part of the list above
SMILES	PV pol inh	PV pol inh FP z-score
O=C(COc1ccc2ccc(=O)oc2c1)NC1CCCCC1	93.0	-0.6
CC1CCCN(CCCNC(=O)c2coc3nc4ccccc4nc23)C1 (configuration not stated)	103.0	0.6
CCCCN(C)C(=O)Cn1ncc2c(C)n(Cc3ccc(C)cc3)c(C)c2c1=O	101.0	-0.6

The list goes on:
SMILES	PV pol inh	PV pol inh FP z-score
O=C(O)CSC1CC(=O)N(c2cccc(C(F)(F)F)c2)C1=O (configuration not stated)	95.0	-0.4
O=C(c1ccc(S(=O)(=O)N2CCOCC2)cc1)N1CCN(c2cccc(Cl)c2)CC1	94.0	-1.3
Cc1ccc(C(=O)NCc2nnnn2-c2ccc(C)c(C)c2)cc1	102.0	-1.4
Cc1cc2c(cc3c(SCc4ccc(Cl)cc4)nncn32)o1	111.0	0.7
CC(=O)N1CCc2cc(S(=O)(=O)NC(C(=O)Nc3ccc(C)cc3C)C(C)C)ccc21 (configuration not stated)	103.0	-0.1
COc1ccccc1CNc1ncnc2c1nc1n2CCCC1	105.0	-0.6
CCC(C)NC(=O)c1sc2nc(C)c(C(=O)Nc3ccc(C)cc3C)c(-c3ccccc3Cl)c2c1N (configuration not stated)	105.0	-0.1
COc1cc(OC)cc(OC)c1	103.0&100.0	0.2&0.4
CCOc1ccc(N2Cc3ccccc3C2=N)cc1	103.0	0.2
O=C(NCCSc1c(-c2ccc(F)cc2)[nH]c2ccccc12)c1ccc(S(=O)(=O)N2CCOCC2)cc1	108.0	1
NC(=O)COC(=O)c1cc(-c2ccccc2)c(N2CCOCC2)s1	98.0	-0.7
Cc1ccc(-c2cc(C(F)(F)F)n3nc(-c4cccc(Br)c4)cc3n2)cc1	106.0	0.4
Cc1ccc(Cl)cc1NC(=O)Cn1c(=O)n(C(C)C)c(=O)c2oc3ccccc3c21	103.0	-0.7
Cc1csc(=O)n1CCN1C(=O)NC2(CCC(C)CC2)C1=O (configuration not stated)	99.0	-0.9
CN(C)Cc1ccccc1CNC(=O)c1cc(Cl)nc(Cl)c1	103.0	0.1
Cc1oc2ncn(C)c(=O)c2c1C(=O)N1CCN(c2ccccc2F)CC1	105.0	-0.5
COC(=O)C1CCN(CC(=O)Nc2cc(C)c3c(=O)oc4ccccc4c3n2)CC1	110.0	-0.5
CCC1CCCCN1Cc1cn2c(-c3ccc(Br)cc3)nnc2s1 (configuration not stated)	107.0	-0.1
CS/C(=N\S(=O)(=O)c1cccs1)NC(=O)c1ccccc1	100.0	-0.1
O=C(Cn1cc(/C=c2/sc3nc4ccccc4n3c2=O)c2ccccc21)N1CCCC1	72.0	-5.9
Cn1nnnc1SCC(=O)c1ccc2c(c1)CCC(=O)N2	99.0	-0.4
CCCn1c(/N=C/c2ccccc2Cl)nc2ccccc21	99.0	-0.3
CC1CCN(C(=O)c2cc3nc(-c4ccco4)cc(C(F)(F)F)n3n2)C(C)C1 (configuration not stated)	105.0	0.6
O=C(NC1CC(=O)N(c2cccc(F)c2)C1)c1cc2ccccc2o1 (configuration not stated)	109.0	0.5
O=C1C2C3C=CC(C3)C2C(=O)N1CCN1CCN(S(=O)(=O)c2cccs2)CC1 (configuration not stated)	104.0	0.8

Following part
SMILES	PV pol inh	PV pol inh FP z-score
CCNC(=S)/N=C(\N)Nc1nc(C)c2cc(C)ccc2n1	100.0	0.1
Cc1ccc(C)c(N2CCN(C(=O)Cn3ncc4c(=O)oc5ccccc5c43)CC2)c1	106.0	-0.5
CC(C)C(=O)Nc1ncc(Cc2ccccc2)s1	101.0	0.5
CN(C)c1ccc(NC(=O)COC(=O)c2ccc(Br)cc2)cc1	104.0	0.1
Cc1cc2c(cc1S(=O)(=O)N(C)CC(=O)Nc1cccc(C#N)c1)OCC(=O)N2	112.0	1.1
O=C1N(Cc2ccccc2)CCCC12CCCN(Cc1ccccc1)C2=O	100.0	0.1
Cc1cc(-c2ccccc2)n2ncc(C#N)c2n1	101.0	-0.4
CCc1ccc(NC(=O)CSc2nc3c(oc4ccccc43)c(=O)n2CC)cc1	104.0	0.7
Cc1ccccc1NC(=O)CCC(=O)N1CCSc2ccccc21	106.0	-0.2
CCOC(=O)c1c(NC(=O)c2nc3n(n2)C(C(F)F)CC(C)N3)sc2c1CCCC2 (configuration not stated)	102.0	0
CC(C)OP(C)(=O)C(=O)Oc1ccccc1 (configuration not stated)	105.0	0.6
COc1ccc(C(=O)O)cc1Nc1nc2ccccc2n2c(C)nnc12	102.0	0.3
COc1ccc(NC(=O)CSc2nc3c(oc4ccccc43)c(=O)n2C)cc1OC	102.0	-0.3
CCn1c(=O)n(-c2ccc(F)c(Cl)c2)c(=O)c2sc3ccccc3c21	107.0	0.7
COc1ccc(C)c2c1CCCC2=O	103.0	0.1
CCN(CC)CCN1C(=O)C(=O)/C(=C(/O)c2cnn(-c3ccccc3)c2C)C1c1cccs1 (configuration not stated)	102.0	0.4
Nc1ccc(NC2=NCCCS2)cc1	103.0	0.4
CCS(=O)(=O)N1CC(=O)N(c2cccc(C)c2C)C(C)(C(=O)NC2CCCCC2)C1 (configuration not stated)	111.0	1.1
Cc1ccc(C(=O)CSc2nnc(-c3cccs3)n2C)o1	104.0	0

Quoted at random: 6 compounds from above, in no set order.
SMILES	PV pol inh	PV pol inh FP z-score
CCOC(=O)c1c(NC(=O)c2nc3n(n2)C(C(F)F)CC(C)N3)sc2c1CCCC2 (configuration not stated)	102.0	0
O=C1N(Cc2ccccc2)CCCC12CCCN(Cc1ccccc1)C2=O	100.0	0.1
COc1ccc(C)c2c1CCCC2=O	103.0	0.1
CCn1c(=O)n(-c2ccc(F)c(Cl)c2)c(=O)c2sc3ccccc3c21	107.0	0.7
CC(C)C(=O)Nc1ncc(Cc2ccccc2)s1	101.0	0.5
CCS(=O)(=O)N1CC(=O)N(c2cccc(C)c2C)C(C)(C(=O)NC2CCCCC2)C1 (configuration not stated)	111.0	1.1

These rows are one share of the data; rates above refer to the full screens.
